ALDH1A1 inh – ALDH1A1 (human) enzyme inhibition; P00352; Purified ALDH1A1, NADH fluorescence, propionaldehyde substrate; Potency, µM (series often up to 75.3 µM), for inactives: at the highest dose activity, negative = inhibition, usual class: inhibitors; hit rate 7.3% among 220,000; AID 1030; active = well fitted inhibition curve with a large enough effect, not every such curve was filed as active; inconclusive = small, poorly fitted or top-dose-only effect, or another doubt; inactive = no such curve, though single readings can be large or run the other way;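 note: plate controls were no enzyme wells and a reference inhibitor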
Target sequence (P00352 whole entry, looked up): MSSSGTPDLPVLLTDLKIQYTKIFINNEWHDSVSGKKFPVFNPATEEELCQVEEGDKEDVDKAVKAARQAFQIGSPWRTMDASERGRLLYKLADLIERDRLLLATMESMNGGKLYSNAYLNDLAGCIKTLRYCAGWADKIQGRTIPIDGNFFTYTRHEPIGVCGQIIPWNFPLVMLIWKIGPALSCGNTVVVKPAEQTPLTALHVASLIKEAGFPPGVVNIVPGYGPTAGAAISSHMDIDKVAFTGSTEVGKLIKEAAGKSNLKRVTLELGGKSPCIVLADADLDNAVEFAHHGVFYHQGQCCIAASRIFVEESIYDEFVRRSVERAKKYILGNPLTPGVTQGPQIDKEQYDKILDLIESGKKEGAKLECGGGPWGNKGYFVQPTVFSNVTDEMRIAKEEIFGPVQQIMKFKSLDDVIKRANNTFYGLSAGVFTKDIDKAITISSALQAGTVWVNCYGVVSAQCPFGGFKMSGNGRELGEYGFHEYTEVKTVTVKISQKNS
SMN2 splice up – enhancers of SMN2 splice variant expression; HEK293 SMN2-luciferase splicing reporter, luminescence, 30-36 h; Potency, µM (highest dose often 46.1 µM), for the others: at the top dose activity change, positive = activation, hits mostly activators; hit rate 2.8% among 210,000; AID 1458; note: % of control where 0% means no effect; nearly all actives have a fitted effect of over 55% in size
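qHTS luciferase splicing reporter: luminescence rises when SMN2 exon 7 is included in transfected HEK293 cells. Compound exposure lasted 30-36 h at 37C, with 4.5 mM final sodium butyrate as control, followed by a ONE-Glo read.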
Luc counter – counter-screen: inhibitors of Kinase-Glo firefly luciferase; Kinase-Glo luciferase, ATP luminescence, 8 min; Potency, µM (top dose mostly 38.3 µM), for inactives: at the top dose activity change, negative = inhibition, hits mostly inhibitors; hit rate 0.28% among 200,000; AID 1379; note: % is set by controls: 0 for no effect and ±100 for the full control effect; nearly all actives have a fitted effect of over 60% in size
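Compound is pinned into ATP-containing buffer (10 uM ATP, imidazole pH 7.2, 7 mM MgCl2). Kinase-Glo luciferase reagent is then added. Light output is recorded following an 8-min room-temperature incubation.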
L3MBTL1 block – L3MBTL1 (human) inhibition | Q9Y468 | AlphaScreen L3MBTL1–H3K9me1 peptide binding | Potency, µM (top dose mostly 57.1 µM), for inactives: top-dose activity, negative = inhibition, usual class: inhibitors | hit rate 0.66% among 230,000 | AID 485360; note: % is set by controls: 0 for no effect and ±100 for the full control effect; nearly all actives have a fitted effect of over 60% in size
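AlphaScreen assay: L3MBTL1 (50 nM final) was preincubated 30 min at room temperature with biotinylated H3(1-15)K9me1 peptide (75 nM final), then 30 min with library compounds; streptavidin donor and nickel chelate acceptor beads (10 ug/mL final) added, 30 min dark.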
JMJD2E inh – JMJD2E (human) inhibition. B2RXH2. JMJD2E catalytic domain, FDH-coupled NADH fluorescence (FDH is formaldehyde dehydrogenase). Potency, µM (titrated, usually from 57.1 µM), for inactives: at the top dose activity change, negative = inhibition, most hits filed as inhibitors. hit rate 1.6% among 230,000; active = well fitted inhibition curve with a large enough effect, not every such curve was filed as active; inconclusive = small, poorly fitted or top-dose-only effect, or another doubt; inactive = no such curve, though single readings can be large or run the other way;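 note: 0% = wells with enzyme and -100% = buffer wells without enzyme; nearly all actives have a fitted effect of over 50% in size; many of its hits are not listed in these tables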
Target sequence (B2RXH2 1-337 limits assumed): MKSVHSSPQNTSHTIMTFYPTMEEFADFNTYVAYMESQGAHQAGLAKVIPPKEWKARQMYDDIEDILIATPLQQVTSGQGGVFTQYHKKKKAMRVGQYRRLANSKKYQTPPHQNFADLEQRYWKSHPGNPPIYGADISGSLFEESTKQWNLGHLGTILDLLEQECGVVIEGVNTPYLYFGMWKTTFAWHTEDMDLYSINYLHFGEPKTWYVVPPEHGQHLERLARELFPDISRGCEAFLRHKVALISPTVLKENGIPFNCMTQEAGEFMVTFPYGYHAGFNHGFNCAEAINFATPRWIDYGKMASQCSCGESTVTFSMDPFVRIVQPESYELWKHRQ
RECQ1 inh – RECQ1 (human) helicase inhibition; P46063; RECQ1 DNA unwinding, red fluorescence kinetic read; Potency, µM (top dose mostly 57.3 µM), for inactives: at the top dose activity, negative = inhibition, hits mostly inhibitors; hit rate 0.54% among 240,000; AID 2549;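 note: plate controls were vehicle for no effect and no enzyme for full effect; nearly all actives have a fitted effect of over 30% in size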
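50 nM RECQ1T1 preincubated 15 min with compound in Tris pH 8.0 buffer with MgCl2, DTT, Tween-20 and 2.5 ug/ml poly(dI-dC); started with 200 nM TAMRA/BHQ-2 forked duplex and 2 mM ATP. Unwinding read as fluorescence (525/598 nm), two reads 2 h apart.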
Lamin A splicing – modulators of lamin A splicing; HeLa LMNA splicing GFP/RFP minigene ratio, 48 h; Potency, µM (highest dose often 46.1 µM), inactives show top-dose ratio change, negative = inhibition, actives largely listed as inhibitors; hit rate 0.01% among 200,000; active = well fitted inhibition curve with a large enough effect in the signal ratio, with a control signal flat, not every such curve was filed as active; inconclusive = small, poorly fitted or top-dose-only effect, or effect the other way, or a change in a side signal; the % refers to the signal ratio; note: % is set by controls: 0 for no effect and ±100 for the full control effect
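S3 HeLa stable clones carrying a lamin A-EGFP splicing minigene plus DsRed2 were seeded at 600 cells/well in Opti-MEM with 2% FBS, pin-dosed and incubated 48 h at 37°C. Acumen cytometry (488 nm) gave the GFP/RFP total-intensity ratio.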
Tau fibril ThT – blocks human tau fibril formation measured by thioflavin T; Potency, µM (top dose mostly 57.4 µM), inactives show at the top dose activity, negative = inhibition, hits mostly inhibitors; recombinant tau K18 P301L, heparin-induced fibrillization, ThT fluorescence; AID 1460; P10636; hit rate 2.1% among 270,000; note: % is set by controls: 0 for no effect and ±100 for the full control effect; nearly all actives have a fitted effect of over 55% in size
Target sequence (P10636 561-689 P618L limits assumed): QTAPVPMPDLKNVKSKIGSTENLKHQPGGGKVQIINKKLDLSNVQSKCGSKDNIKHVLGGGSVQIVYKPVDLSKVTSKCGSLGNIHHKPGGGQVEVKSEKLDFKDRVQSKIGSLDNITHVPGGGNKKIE
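Using a mix of unlabeled (15 uM) and Alexa 594-labeled (0.24 uM) tau K18 P301L, heparin-triggered fibrillization over 6 hr at 37 C was scored by ThT fluorescence.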
* marks the source's active call; other numbers are inactive results; i = inactive; ? = inconclusive; · = not tested or not shown; [ ] = remark or other dose. Unless noted, calls come from the whole dose curve; as a rule, active = well fitted curve in the direction sought with a large enough effect; inconclusive = small, poorly fitted or top-dose-only effect, or another doubt; inactive = no such curve, though single readings can be large; an effect the other way counts as inactive or inconclusive. Potency is the fitted concentration of half-maximal effect.

No. | molecule | RECQ1 inh | Luc counter | Tau fibril ThT | ALDH1A1 inh
1 | COc1ccc(-c2nc3c(c4c2C[C@H](c2ccccc2)OC4)CN(C(=O)C2CC2)CC3)c(C)c1 | -17%[11.5 µM] | -8%[7.66 µM] | 4%[11.5 µM] | 0.4µM*
2 | Cc1nc2c(C#N)cnn2c2c1CCNN2C | i | 0% | -4% | -1%
3 | Cc1cccc2cc(-c3nc4c(C)cccn4c3NCc3ccco3)c(=O)[nH]c12 | -2% | -5% | ? | 20µM*
4 | Cc1ccc(C(CC(=O)NCc2ccco2)c2ccccc2)c(O)c1 (stereo not given) | -3% | -2% | -8% | -8%
5 | CSc1ccccc1NC(=O)CN(c1cccc(C)c1)S(C)(=O)=O | -9% | 0% | -6% | 2%
6 | CSc1nc(=O)n2cccc(C)c2n1 | -9% | 3% | -7% | 6%
7 | Cc1nn(-c2cc(C)c3ccccc3n2)c2c1C1C(C2)C1(C)C (stereo not given) | -7% | 1% | -3% | ?
8 | COc1ccc(OC)c(Nc2ccc(Nc3cc(OC)ccc3OC)nn2)c1 | -12% | 0% | ? | -5%
9 | C/C(=N/OC(=O)c1ccc(C)cc1)c1cccs1 | -6% | 13µM* | ? | -3%
10 | Cc1nn(-c2ccccc2)c(-c2ccccc2[N+](=O)[O-])c1C(=O)O | 7% | · | -16% | -9%
11 | Oc1c(CN2CCOCC2)cc2c(c1-c1c(O)c(CN3CCOCC3)cc3c1CCCC3)CCCC2 | -7% | -1% | -3% | 4%
12 | NC(=O)CSc1ccc(Br)cc1 | -15% | 1% | -3% | 3%

No. | JMJD2E inh | L3MBTL1 block | Lamin A splicing | SMN2 splice up
1 | 6%[11.4 µM] | · | -3%[9.22 µM] | 3%[9.22 µM]
2 | ? | 3%[11.4 µM] | · | 1%
3 | 0% | · | -1% | 17%
4 | 3% | · | 3% | -10%
5 | 0% | -8% | 0% | -17%
6 | ? | 2% | -12% | 1%
7 | -1% | 14% | 5% | 0%
8 | -4% | ? | ? | -13%
9 | 6% | 11% | 9% | 11%
10 | 2% | -3% | · | ·
11 | -9% | · | · | 13%
12 | -1% | -8% | 3% | ?

ALDH1A1 inh: what is marked active above
#	mol	RECQ1 inh	Tau fibril ThT	ALDH1A1 inh	JMJD2E inh	L3MBTL1 block	SMN2 splice up
1	COc1ccc(-c2nc3c(c4c2C[C@H](c2ccccc2)OC4)CN(C(=O)C2CC2)CC3)c(C)c1	-17%[11.5 µM]	4%[11.5 µM]	0.4µM*	6%[11.4 µM]	·	3%[9.22 µM]
3	Cc1cccc2cc(-c3nc4c(C)cccn4c3NCc3ccco3)c(=O)[nH]c12	-2%	?	20µM*	0%	·	17%

The listing continues.
No. | molecule | RECQ1 inh | Luc counter | Tau fibril ThT | ALDH1A1 inh
13 | Cc1c(Cl)cccc1NC(=O)CC1Sc2ccccc2NC1=O (stereo not given) | -1% | · | -7% | ·
14 | CC(=O)N1CCN=C1SCc1ccc(Cl)cc1 | -3% | 5% | -11% | 2%
15 | CN(C)CCOCCP(=O)(c1ccccc1)c1ccccc1 | -7% | -6% | 7% | 0%
16 | CCOc1cccc(/C=N/Nc2ccc(S(=O)(=O)N(CC)CC)cn2)c1O | 1% | 1% | 12% | 4%
17 | O=[N+]([O-])c1cc(C(F)(F)F)ccc1Cl | 3% | · | · | 8%
18 | Cn1c(=O)c2c(nc(NCCNC(=O)c3ccco3)n2Cc2ccccc2Cl)n(C)c1=O | -5% | 0% | -6% | 2%
19 | Cc1ccc(NC(=O)COC(=O)c2sccc2C)cc1S(=O)(=O)N1CCOCC1 | -2% | · | 1% | ?
20 | Cc1ccc(NC(=S)NCC2CCN(C(C)c3ccccc3)C2)cc1 (stereo not given) | i | -2% | 2% | -9%
21 | COc1ccc2cc(CCNC(=O)C3CC3)c(=O)[nH]c2c1 | -1% | 8% | -18% | ?
22 | CCCn1c(SCC(=O)Nc2nc3ccccc3s2)nc2c1c(=O)n(C)c(=O)n2C | -4% | -2% | -14% | ?
23 | Cn1c(SCc2cccc(C(F)(F)F)c2)nnc1-c1ccco1 | 0% | -2% | -5% | 12%
24 | COc1ccc(Cn2c3ccc(OC)cc3c3nc4ccccc4nc32)cc1 | -2% | 2% | ? | 12%

No. | JMJD2E inh | L3MBTL1 block | Lamin A splicing | SMN2 splice up
13 | -7% | 16% | · | ·
14 | -11% | -4% | -14% | 22%
15 | -1% | 2% | 8% | 7%
16 | -17% | -7% | ? | -105%[inhibitor]
17 | · | -5% | · | 7%
18 | 0% | · | -10% | -28%
19 | 3% | 11% | ? | ·
20 | 4% | · | ? | -19%
21 | ? | -10% | 6% | -17%
22 | 8% | · | -1% | ·
23 | 4% | -3% | ? | -4%
24 | -3% | 14% | -5% | -21%

Carrying on.
No. | molecule | RECQ1 inh | Luc counter | Tau fibril ThT | ALDH1A1 inh
25 | CC1CCCN(CCC(=O)c2ccc(Br)cc2)C1 (stereo not given) | -7% | 4% | ? | 0.13µM*
26 | CC(C)CN(C(=O)CSc1nnc2ccccn12)c1c(N)n(CC(C)C)c(=O)[nH]c1=O | -6% | 6% | -11% | ?
27 | COc1ccc(NC(=O)C2CCCN(S(=O)(=O)c3cccc4cccnc34)C2)c(OC)c1 (stereo not given) | -6% | -2% | -10% | -8%
28 | O=C(Nc1ccc(Cl)c(Cl)c1)N(Cc1cccnc1)Cc1ccco1 | -2% | · | ? | ?
29 | CN1CCN(C(=O)CN(CCc2ccccc2)S(C)(=O)=O)CC1 | -16% | -1% | -9% | -1%
30 | COc1ccc(-c2cc(C(F)(F)F)nc(-n3ccnc3)n2)cc1 | -19% | -2% | -12% | ?
31 | CCN(C(=O)COC(=O)c1cc(-c2ccccc2)nc2ccc(Br)cc12)C1CCS(=O)(=O)C1 (stereo not given) | -11% | -3% | -17% | 4%
32 | O=C(CSc1nnc(NCc2ccccc2)s1)N1CCOCC1 | -15% | 3% | -1% | 13%
33 | COc1ccc(NC(=O)c2cccnc2Sc2ccccc2)c(OC)c1 | i | 0% | -3% | -10%
34 | O=C(COC(=O)c1ccc(O)cc1)Nc1ccc(N2CCCCC2)cc1 | -1% | 4% | ? | -9%
35 | COc1ccc(C(c2nnnn2Cc2ccc(F)cc2)N2CCN(c3ccc(OC)cc3)CC2)cc1 (stereo not given) | -10% | -7% | -12% | -1%
36 | CCCS(=O)(=O)N1CCC(C(=O)NCCC(C)C)CC1 | 4% | -3% | -5% | -9%

No. | JMJD2E inh | L3MBTL1 block | Lamin A splicing | SMN2 splice up
25 | 0% | 0% | ? | -14%
26 | ? | · | 13% | -34%
27 | 0% | -1% | -8% | -13%
28 | -6% | -1% | -5% | ·
29 | -2% | · | 7% | -3%
30 | ? | · | · | -18%
31 | -3% | 21% | 9%[46 µM] | -12%
32 | -8% | -1% | -6% | 14%
33 | -2% | -6% | -9% | -6%
34 | -11% | · | -5% | -5%
35 | -1% | ? | -2% | 2%
36 | 1% | · | · | -39%

Results in SMN2 splice up, Tau fibril ThT and Luc counter (two entries from above):
nr	smiles	SMN2 splice up	Tau fibril ThT	Luc counter
25	CC1CCCN(CCC(=O)c2ccc(Br)cc2)C1 (stereo not given)	-14%	?	4%
26	CC(C)CN(C(=O)CSc1nnc2ccccn12)c1c(N)n(CC(C)C)c(=O)[nH]c1=O	-34%	-11%	6%

Other entries
No. | molecule | RECQ1 inh | Luc counter | Tau fibril ThT | ALDH1A1 inh
37 | COc1cc([N+](=O)[O-])ccc1N=Nc1c(N)[nH]n(-c2ccccc2)c1=O | i | -12% | ? | ?
38 | FC(F)(F)c1cnc(Oc2ccccc2-c2nnco2)c(Cl)c1 | 3% | -4% | -8% | 14%
39 | COC1(C)CC2C(CC1OC(=O)c1cc([N+](=O)[O-])cc([N+](=O)[O-])c1)C2(C)C (stereo not given) | -6% | -3% | ? | ?
40 | Cc1cc(N(CN2CCCC2=O)C(=O)c2ccccc2)no1 | -1% | -5% | -12% | -7%
41 | Cc1ccccc1-c1nn(-c2ccc(F)cc2F)cc1CNCC(C)O (stereo not given) | 20% | 0% | -5% | 6%
42 | COc1ccccc1NC(=O)CCNC(=O)Cn1ccc2ccccc2c1=O | -13% | -3% | -4% | -10%
43 | O=c1cc(CSc2ccccn2)c2ccccc2[nH]1 | -1% | 0% | 9% | -7%
44 | O=C(NCc1ccccc1)c1cccc(F)c1F | i | 2% | 10% | 0%
45 | CCCCC(=O)Nc1cc(OCC)c(NC(=S)NC)cc1OCC | -3% | -2% | -1% | -3%
46 | COc1cc(/C=C2/NC(=O)N(CC(=O)Nc3ccc(C)cc3)C2=O)ccc1Oc1ccc([N+](=O)[O-])cn1 | i | 1% | 1% | -1%
47 | CCC/C(O)=C1\C(=O)CC(c2ccccc2)CC1=NC(C)C(=O)O (stereo not given) | 1% | 2% | 3% | -3%
48 | COc1ccc(CNC(=O)[C@H](C)[C@H]2C[C@]2(C)[C@H](NC(=O)OCc2ccccc2)c2ccccc2)cc1OC | -7% | -3% | -16% | 3.5µM*
49 | CCOc1ccc(C(C)(C)C)cc1S(=O)(=O)N1CCOCC1 | -5% | 1% | -4% | 3.2µM*
50 | COc1cc(C(=O)Nc2cccc3cccnc23)cc(OC)c1OC | i | -2% | -4% | -12%

No. | JMJD2E inh | L3MBTL1 block | Lamin A splicing | SMN2 splice up
37 | -5% | -14% | · | 27%
38 | -15% | · | 5% | 18%
39 | -19% | -21% | 0% | 3%[1.84 µM]
40 | 3% | -8% | 9% | 9%
41 | -1% | 3% | 13%[46 µM] | ·
42 | -11% | -1% | ? | 5%
43 | -10% | 7%[11.4 µM] | -14% | 6%
44 | -9% | 16% | · | -1%
45 | 8% | · | · | -21%
46 | 6% | 6% | ? | 6%
47 | -5% | 13% | -5% | 11%
48 | -1% | · | · | -19%
49 | 0% | -2%[11.4 µM] | 8% | ?
50 | 12% | -4% | -20% | -7%

Assay outcomes: PubChem BioAssay, National Center for Advancing Translational Sciences (NCATS)

A portion of the library. The share of hits here may be higher or lower than overall.
